From PubChem BioAssay
SW480 rerep – DNA re-replication induction in SW480 cells; AID 624297; SW480 DNA re-replication, Hoechst DNA content imaging, 48 h; 340,000 compounds, 1.8% hits; Potency, µM (highest dose often 46.1 µM), for inactives: top-dose re-replication activation, most hits filed as activators; note: % of control where 0% means no effect; nearly all actives have a fitted effect of over 55% in size
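250 cells/well; 23 nL cpd via pin tool; 48 hr, 37 C, 5% CO2; Hoechst 40 min; imager read of total nuclear intensity, ex 405/em 500-530 nm.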
KB-V1 MDR tox – KB-V1 MDR subline cytotoxicity | Potency, µM (series often up to 46.1 µM), inactives show at the highest dose activity change, negative = cytotoxicity, most hits filed as cytotoxic | 400,000 compounds, 3.4% hits | AID 1347076 | KB-V1 MDR cells viability, CellTiter-Glo, 72 h; note: % is set by controls: 0 for no effect and ±100 for the full control effect; nearly all actives have a fitted effect of over 60% in size
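Potencies derive from concentration-effect curves fitted to normalized luminescence (CellTiter-Glo) of KB-V1 cells treated for 72 h at 37 degrees C in phenol-red-free DMEM containing 10% FBS.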
HT1080 IDH1KD tx – kills HT-1080 cells with IDH1 knockdown; Potency, µM (highest dose often 46.1 µM), without a hit: top-dose activity, negative = toxicity, most hits filed as cytotoxic; AID 686971; 360,000 compounds, 2% hits; HT-1080 IDH1 knockdown viability, ATP luminescence, 48 h;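 note: 0% = DMSO wells and -100% = cell-free medium wells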
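Cytotoxicity counter-line: IDH1KD HT-1080, 48 h, CellTiter-Glo. Curves classed by r2, magnitude and activity.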
KB-3-1 tox – kills parental KB-3-1 adenocarcinoma cells; KB-3-1 viability, CellTiter-Glo ATP luminescence, 72 h; Potency, µM (series often up to 46.1 µM), inactives show at the highest dose activity change, negative = cytotoxic, actives largely listed as cytotoxic; 400,000 compounds, 1.4% hits; note: % is set by controls: 0 for no effect and ±100 for the full control effect; nearly all actives have a fitted effect of over 60% in size
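Here the drug-naive KB-3-1 line serves as comparator for MDR sub-line selectivity; cells received compound titrations, 72 h at 37 °C, then CellTiter-Glo readout.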
HT1080-NT tox – kills 2HG-producing HT-1080-NT fibrosarcoma cells; AID 686970; HT-1080-NT fibrosarcoma viability, CellTiter-Glo ATP luminescence, 48 h; 360,000 compounds, 1.6% hits; Potency, µM (highest dose often 46.1 µM), for inactives: at the top dose activity, negative = less viability, hits mostly cytotoxic;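 note: NT is the 2HG producing partner of a matched IDH1 knockdown line; 0% = DMSO-treated cells and -100% = media-only wells without cells; nearly all actives have a fitted effect of over 55% in size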
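Read-out is CellTiter-Glo luminescence after 10 minutes at room temperature, following 48 hours' compound treatment of HT-1080-NT cells (750 cells/well, RPMI, 5% FBS, 37 degrees C).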
GLP-1R inv ag – acts as inverse agonist at human GLP-1 receptor. P43220. HEK293 GLP-1R CRE-luciferase, luminescence, 24 h; GLP-1R form is constitutively active. Potency, µM (titrated, usually from 38.3 µM), for inactives: top-dose activity change, negative = inhibition, most hits filed as inhibitors. 410,000 compounds, 1.6% hits; note: % is set by controls: 0 for no effect and ±100 for the full control effect; nearly all actives have a fitted effect of over 55% in size
Target sequence (P43220 whole entry, looked up): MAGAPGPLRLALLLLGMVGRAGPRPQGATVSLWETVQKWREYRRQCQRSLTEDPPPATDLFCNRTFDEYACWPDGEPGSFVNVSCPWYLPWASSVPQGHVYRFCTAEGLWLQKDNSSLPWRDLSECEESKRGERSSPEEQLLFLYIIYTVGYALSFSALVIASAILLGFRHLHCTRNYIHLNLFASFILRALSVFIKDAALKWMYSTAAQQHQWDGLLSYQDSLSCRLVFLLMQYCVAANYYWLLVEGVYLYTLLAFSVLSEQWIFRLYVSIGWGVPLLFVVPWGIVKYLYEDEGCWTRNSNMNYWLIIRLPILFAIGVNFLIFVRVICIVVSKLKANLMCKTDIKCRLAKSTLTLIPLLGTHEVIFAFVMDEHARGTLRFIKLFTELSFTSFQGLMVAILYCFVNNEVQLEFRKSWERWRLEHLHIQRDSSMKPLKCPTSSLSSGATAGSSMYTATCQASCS
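Stable HEK293 clone (constitutively active GLP-1R + cAMP-response luciferase); 200 cells/uL plated, 12 h pre-culture, compound 24 hr, 37 deg C/5% CO2; detection reagent 12 min RT; luminescence.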
HEK293 tox – cytotoxicity counter-screen for GLP-1 receptor inverse agonists; HEK293 cAMP-luciferase reporter cells, luminescence, 24 h; Potency, µM (series often up to 38.3 µM), without a hit: at the top dose activity change, negative = inhibition, hits mostly inhibitors; 410,000 compounds, 0.13% hits;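 note: loss of luciferase light is scored as toxicity; % is set by controls: 0 for no effect and ±100 for the full control effect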
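1536-well qHTS counterscreen of the MLSMR; 200 cells/uL, 12 h pre-incubation, 23 nL cpd, 24 h at 37 deg C 5% CO2, luciferase detection reagent, 12 min RT, luminescence. Inhibition = undesired.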
TDP-43 yeast inh – rescues yeast growth from TDP-43 toxicity | TDP-43 expressing yeast growth rescue, BacTiter-Glo, 24 h | Potency, µM (top dose mostly 46.1 µM), for inactives: at the top dose growth rescue (activation), actives largely listed as activators | 410,000 compounds, 1.8% hits | AID 652104; note: % of control where 0% means no effect; nearly all actives have a fitted effect of over 50% in size
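In this qHTS, compounds that restore growth of yeast expressing TDP-43 appear as activators. Cells (OD600=0.02, galactose medium, raffinose-pregrown) are incubated with compound 24 hr at 30 deg C and growth is quantified by BacTiter-Glo.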
GLP-1R agonist – activates the human GLP-1 receptor | Potency, µM (highest dose often 45.6 µM), without a hit: at the top dose activation, most hits filed as activators | P43220 | HEK293 GLP-1R CRE-luciferase, luminescence, 4-6 h; cells express a hypersensitive GLP-1R form | 380,000 compounds, 0.007% hits; note: % of control where 0% means no effect
Active calls of the source: *; i = inactive; u = inconclusive; x = no result given; [ ] = another dose, or the depositor's remark. Calls come from the whole dose curve; as a rule, active = well fitted curve in the direction sought with a large enough effect; inconclusive = small, poorly fitted or top-dose-only effect, or another doubt; inactive = no such curve, though single readings can be large; an effect the other way counts as inactive or inconclusive. Potency is the fitted concentration of half-maximal effect.

compound,SW480 rerep,KB-V1 MDR tox,HT1080 IDH1KD tx,KB-3-1 tox,HT1080-NT tox,GLP-1R inv ag,HEK293 tox,TDP-43 yeast inh,GLP-1R agonist
C#CCOCCOCCOCCNc1nc(N2CCN(C(=O)[C@H](CC(N)=O)n3cc([C@@H](N)C(C)C)nn3)CC2)nc(N2CCN(C(=O)[C@H](CC(N)=O)n3cc([C@@H](N)C(C)C)nn3)CC2)n1,3%,-5%,-6%,-4%,-3%,27%,u,7%,-1%
CC(=O)c1ccc(NC(=O)Nc2ccc(S(=O)(=O)N3CCCC3)cc2)cc1,-11%,x,-1%,x,-1%,u,-24%,27%,-12%
Cc1nc(NC(C)C(=O)O)c2nc(C)oc2n1 (stereo not given),0%,-2%,3%,16%,7%,4%,4%,-1%,-16%
O=C(CCCn1nnnc1CN1CCOCC1)N1CCC(c2ccc(F)cc2)C1 (stereo not given),5%,x,u,x,u,-23%,10%,-48%[inhibitor],-7%
CCOC(=O)C1=C(O)C(=O)N(c2ccc(S(N)(=O)=O)cc2)C1c1ccc(Br)cc1 (stereo not given),-6%,1%,17%,16%,-3%,-5%,-8%,9%,7%
CCc1ccc(C2C(C(=O)O)c3ccccc3C(=O)N2C)cc1 (stereo not given),-3%,-1%,16%,0%,8%,25%,u,-10%,-4%
CN1C/C(=N\S(=O)(=O)c2ccccc2)N(C)C1=O,u,-9%,15%,3%,15%,10%,-3%,6%,-8%
Cc1snc(S(=O)(=O)/C(C#N)=N\Nc2ccccc2)c1C#N,0%,-10%,1%,3%,-1%,56%[activator],-26%,-7%,9%
CCOC(=O)N1CCN(C(=O)CNS(=O)(=O)c2cccs2)CC1,-3%,11%,18%,-4%,23%,14%,-13%,12%,-9%
Cc1ccc(CN(CC(=O)NC(C)(C)C)C(=O)CNC(=O)c2cccs2)cc1,-1%,-1%,-2%,u,-13%,8%,8%,-4%,12%
Cc1ccc(CC(=O)Nc2cc(C)ccn2)cc1,u,-5%,-8%,-25%,-3%,15%,31%,-2%,1%
CC(=O)NC(CC(=O)NC(C)c1ccc(Cl)cc1Cl)c1ccccc1 (stereo not given),-6%,5%,4%,0%,-4%,-17%,9%,16%,4%
Cc1ccc(C)c(C(C)NC(=O)C2CCCO2)c1 (stereo not given),0%,28%,2%,12%,1%,2%,6%,6%,-2%
CCOc1ccc(-c2cc(CCCC(=O)NCCCOC)no2)cc1,-2%,-19%,-12%,-15%,3%[9.24 µM],0%,9%,2%,17%
Cc1ccc(-c2cc(C(=O)NCc3ccccn3)c3ccccc3n2)cc1,5%[9.22 µM],-18%,-21%,-10%,-12%,u,4%,-21%,9%
CN(C)C1=NCCN1CCCC1CCCCC1,23µM*,-21%,-2%,-28%,-9%,-27%,-22%,-5%,7%
Cn1nnc2cc(C(=O)Nc3ccccc3F)ccc21,1%,0%,22%,-3%,25%,7%,-11%,-14%,10%
CNCCCC1Sc2ccccc2Oc2ccccc21 (stereo not given),u,u,u,u,u,5µM*,u,-21%,0%
CC(=O)c1ccc(NS(=O)(=O)c2ccc3ccccc3c2)cc1,-11%,16µM*,-1%,-14%,6%,16%,3%,-1%,-2%
Fc1ccc(CO/N=C/C2=C(Cl)c3ccccc3CC2)cc1,-1%,17%,17%,14%,10%,u,6%,-10%,10%
CCOc1ccc(Cc2n[nH]c(=S)n2N)cc1,-4%,-4%,18%,0%,17%,7%,-7%,0%,-6%
O=C1Nc2cc(C(=O)N3CCOCC3)ccc2S/C1=C/c1ccccc1F,x,-26%,1%,5%,7%,5%,-8%,10%,-1%
CC(/C=C1\SC(=S)N(NC(=O)c2cccc(O)c2)C1=O)=C\c1ccccc1,-5%,u,-2%,-2%,-9%,-10%,0%,-91%[inhibitor],-7%
O=C(CN1CCCCC1)N1CCc2ccccc21,-2%,0%,0%,17%,2%,9%,2%,6%,24%
Cc1cc(=O)oc2cc(OCC(=O)OCC(=O)NC3CC3)ccc12,15%,u,17%,0%,13%,13%[7.66 µM],-1%[7.66 µM],-23%[9.22 µM],5%
O=C(CN1C(=O)CCC1=O)Nc1nc(-c2cccs2)cs1,1%[9.22 µM],0%,-1%,2%,-4%,6%,6%,-11%,11%
CSc1ccccc1OCc1cc(C(=O)NCCn2ccnc2C)no1,1%,4%,15%,25%,3%,u,4%,9%,1%
Cc1ccc(/C=C/C(=O)Nc2ccccc2C(N)=O)cc1,-1%,-12%,-23%,u,-18%,-21%,-3%,1%,-4%
O=C(Nc1ccon1)c1nc[nH]c1C(=O)N1CCN(c2ccccc2)CC1,-33%,-2%,15%,13%,11%,5%,8%,9%,2%
CC1(C)CC(=O)C=C(c2n[nH]nc2C2CC2)C1,x,-10%,-1%,-10%,8%,14%,-5%,13%,-3%
CCCOc1ccccc1/C=N/NC(=O)C1CC1,-1%,4%,12%,-3%,17%,12%,-8%,-5%,4%
NS(=O)(=O)c1ccc(NC(=O)COC(=O)C2(c3ccc(F)cc3)CCCC2)cc1,x,u,-16%,-4%,-15%,u,-3%,-2%,-5%
CC(=O)N1CCc2cc([N+](=O)[O-])ccc21,-10%,x,0%,x,5%,31%,-4%,-14%,3%
Cn1c(=O)c2c(ncn2CC(=O)N(Cc2ccccc2)c2ccccn2)n(C)c1=O,-1%,u,-3%,1%,5%,-1%,-2%,25%,1%
CCn1c(C)nnc1SCC(=O)Nc1ccc(C(C)=O)cc1,-4%,41%,-1%,1%,4%,17%,3%,16%,1%
CN(c1ccc(C(=O)NCc2ccccn2)cc1)S(C)(=O)=O,-9%,-4%,0%,-12%,23%,-1%,13%,-30%,3%
COc1ccc(CN2CCNC(=O)C2CC(=O)NC2CCCCCC2)cc1C (stereo not given),-6%,0%,1%,-2%,-3%,19%,-2%,-4%,3%
O=C1CCN(C(=O)CSc2ccc(Cl)cc2)N1,-8%,1%,-9%,3%,-7%,-4%,-30%,-23%,3%
O=C(c1ccncc1)N1c2ccccc2Sc2ccccc21,10%,8%,-12%,u,u,-23%,-14%,5%,9%
Cc1ccc(CSc2nsc(C)c2C#N)cc1,0%,u,21%,-2%,5%,2%,-27%,u,25%
O=C(NCCN1CCN(C(=O)NC2CCCCC2)CC1)NC1CCCCC1,-1%,2%,9%,13%,19%,-1%,12%,-11%,9%
Cc1nnc(-c2ccccc2)c(=O)n1/N=C/c1c(O)ccc2ccccc12,6.5µM*,2.9µM*,u,u,u,0%,9%,-31%[inhibitor],8%
Cn1nc(C(=O)Nc2nc(-c3ccc(F)cc3)cs2)ccc1=O,-9%,1%,-10%,-25%,-20%,2%,1%,19%,-6%
Cn1c(=NC(=O)CS(=O)(=O)c2ccccc2)sc2cc([N+](=O)[O-])ccc21,-77%[inhibitor],3%,0%,12%,18%,48%[activator],1%,-1%,11%
CCC(CC)C(=O)NCc1ccccc1Cl,3%,-1%,9%,1%,9%,-8%,-6%,15%,-4%
COCCNC(=O)c1cccc(NS(=O)(=O)c2cccc3cccnc23)c1,-4%,13%,15%,6%,18%,66%[activator],-1%,-7%,2%
COc1cccc(N2CCN(CC(=O)NC(=O)NCc3ccco3)CC2)c1,3%,1%,0%,0%,7%,3%,2%,0%,6%
COc1ccc(-c2cc3ccc(O)c(CN4CCCC(C)C4)c3oc2=O)cc1OC (stereo not given),x,-20%,x,6%,x,2%,i,-20%,0%
C=C(C)C1CC=C(C)/C(=N/NC(=O)COc2ccccc2Cl)C1 (stereo not given),-7%,u,13%,5%,5%,11%,-5%,-25%,1%
CC1CCCCN1S(=O)(=O)c1ccc(S(=O)(=O)NCCc2ccncc2)cc1 (stereo not given),-18%,21µM*,9%,-5%,u,-14%,11%,-6%,-7%
COc1ccccc1NC(CC(=O)c1ccccc1)C(=O)OCC(=O)c1ccc(C)cc1 (stereo not given),u,-26%,10%,-1%,5%,u,-5%,15%,1%
O=c1[nH]c2ccccc2n2cnnc12,2%,8%,u,0%,13%,7%,-2%,10%,11%
O=c1[nH]c(N/N=C/c2ccccc2)nc2ccccc12,-7%,-25%,21%,1%,-5%,0%,61%[activator],-19%,8%
CSC1=N/C(=C\c2ccc(F)cc2)C(=O)S1,3%,-14%,-3%,-7%,0%,-8%,-4%,-28%,-37%
COc1cccc(C(=O)Nc2ccc3ccccc3c2)c1,1%,-31%,-23%,-26%,-18%,u,-23%,u,u
COc1ccc(-n2nc(C(=O)NCC(=O)NCCCN3CCCCCC3)c3ccccc3c2=O)cc1Cl,13%,u,2%,3%,0%,-7%,-29%,0%,-1%
O=C(NCc1ccco1)C1CCCN(S(=O)(=O)c2ccccc2)C1 (stereo not given),2%,-3%,-3%,12%,8%[9.24 µM],0%,-5%,-23%,-10%

GLP-1R inv ag: entries above that show a hit.
smiles,SW480 rerep,GLP-1R inv ag,GLP-1R agonist
CNCCCC1Sc2ccccc2Oc2ccccc21 (stereo not given),u,5µM*,0%

Only HEK293 tox, for 2 of the compounds above:
Molecule	HEK293 tox
COc1ccc(-n2nc(C(=O)NCC(=O)NCCCN3CCCCCC3)c3ccccc3c2=O)cc1Cl	-29%
O=C(c1ccncc1)N1c2ccccc2Sc2ccccc21	-14%
